# RmlCD inh 1536 = M. tuberculosis RmlC/RmlD inhibition | P9WH09+P9WH11 | RmlC+RmlD coupled enzyme assay, percent inhibition; primary screen in compound mixtures | inhibition, % at 3.6 µM | 0.03% of 160,000 active | AID 1533; in the data active means inhibition mostly above about 34%, no sharp cut-off; inconclusive means no clear call, values can overlap the other calls; inactive means mostly below about 22%; further: some results filed as inactive read as strong as hits
# Target sequence (P9WH09 whole entry, looked up): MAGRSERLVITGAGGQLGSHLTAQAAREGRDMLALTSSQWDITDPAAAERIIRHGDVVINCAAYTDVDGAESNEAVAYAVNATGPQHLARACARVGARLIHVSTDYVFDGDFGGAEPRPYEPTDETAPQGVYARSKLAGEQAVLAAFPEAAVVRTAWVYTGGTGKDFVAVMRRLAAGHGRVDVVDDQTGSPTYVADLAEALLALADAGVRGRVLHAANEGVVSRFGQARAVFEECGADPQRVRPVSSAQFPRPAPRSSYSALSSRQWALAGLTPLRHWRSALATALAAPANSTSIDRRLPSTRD
# Target sequence (P9WH11 whole entry, looked up): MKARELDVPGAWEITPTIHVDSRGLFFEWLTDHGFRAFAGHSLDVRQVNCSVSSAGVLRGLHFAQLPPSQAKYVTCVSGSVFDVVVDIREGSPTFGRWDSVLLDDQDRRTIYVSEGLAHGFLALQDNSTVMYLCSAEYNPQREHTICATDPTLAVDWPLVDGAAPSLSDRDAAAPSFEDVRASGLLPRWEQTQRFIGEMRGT
# M. tuberculosis GlmU = inhibition of mycobacterial GlmU enzyme – biochemical, glucosamine-1-phosphate acetyltransferase (AID 1376); M. tuberculosis GlmU acetyltransferase enzyme assay; higher % means a stronger effect; 0.25% of 220,000 active; one-dose inhibition, %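 (tested at 30 µM in the primary screen)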; IC50 in µM for titrated hits; in the data active means inhibition above about 13%; inconclusive means no clear call, values can overlap the other calls;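 further: 0% = complete reaction with vehicle and 100% = reaction without substrate; strong numbers were not always called active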
# An asterisk follows results filed as active; ? = inconclusive; / = not tested or not shown. An excerpt, so the mix of outcomes need not match the whole.
SMILES,RmlCD inh 1536,M. tuberculosis GlmU
CCC1=NN(C(=O)COc2ccccc2C)C(O)(c2ccncc2)C1 (stereo unspecified),0.5,3.5%
CNC(=S)N(Cc1ccc(OC)cc1)C1CC(=O)N(c2ccc(C(=O)OC)cc2)C1=O (stereo unspecified),14.3,-6.2%
CCOc1ccc(NCC(=O)Nc2ccc(Cl)cc2C)cc1,/,-3.3%
Cc1ccc(-c2cc(C(=O)NCc3cnn(C)c3)c3cc(Br)ccc3n2)cc1,/,2.9%
Brc1cccc(-c2nnc(-c3ccccc3)o2)c1,1.1,-0.6%
Cc1cc(F)ccc1NCc1cc2c(cc1[N+](=O)[O-])OCO2,/,2.3%
C=CC(=O)NCc1ccc(-c2csnn2)cc1,-11.2,-2.2%
CN1CCC(OC(=O)COc2ccc(Br)cc2)CC1,-0.3,-0.5%
Fc1ccc(-c2cc(C(F)(F)F)n3ncnc3n2)cc1,4.4,1.1%
COCCCNC(=O)c1ccc(CS(=O)(=O)Cc2cccc(C)c2)o1,11.3,/
Cc1ccc(O)c(-n2nc3ccccc3n2)c1,1.8,-3.7%
COc1ccc(CCNC(=O)/C(C#N)=C/c2cccc(OCc3ccccc3)c2)cc1OC,75.0,-0.3%
O=C(/C=C/c1ccc(Cl)cc1)NCCSc1ccccc1,3.9,/
NC(=O)c1ccsc1NC(=O)c1ccco1,4.9,-1.4%
COc1cc(NC(=O)CCCn2c(=S)[nH]c3ccccc3c2=O)cc(OC)c1OC,7.3,3.8%
COC(=O)Nc1ccc(SCC(=O)c2ccc(Cl)cc2)cc1,3.1,-0.3%
C=CCN1C(=O)/C(=c2\sc3nc(=O)c(Cc4ccccc4)nn3c2=O)c2ccccc21,7.9,3.0%
CN1CCC(Oc2ccccc2Sc2ccccc2)CC1,5.7,-5.8%
CC(=O)NC1CC2CCCC(C1)N2CC(=O)N1CCCc2ccccc21 (stereo unspecified),20.2,-3.6%
O=C(O)c1ccc(S(=O)(=O)Nc2cccc(CP(=O)(c3ccccc3)c3ccccc3)c2)cc1,-1.0,0.1%
Cn1c(=S)[nH]c2scc(-c3cccs3)c2c1=O,27.5,-3.1%
O=c1c(OC2OC(CO)C(O)C(O)C2OC2OC(CO)C(O)C(O)C2OC2OC(CO)C(O)C(O)C2O)c(-c2ccc(O)c(O)c2)oc2cc(O)cc(O)c12 (stereo unspecified),/,9.2%
COc1cc(Cn2c(N)c(C(=O)NCc3ccco3)c3nc4ccccc4nc32)cc(OC)c1OC,/,-0.3%
COC(=O)c1c(NC(=O)C2C3CCC(O3)C2C(=O)O)sc2c1CCCCCC2 (stereo unspecified),-0.1,-4.5%
Cc1[nH]c2c(C)cccc2c(=O)c1Br,-6.0,3.3%
# New compounds follow:
SMILES,RmlCD inh 1536,M. tuberculosis GlmU
O=C1OC(c2ccccc2)c2ccc3ccccc3c21 (stereo unspecified),8.8,-8.9%
COC(=O)c1ccc(C2=NOC(C)(c3sc(-c4ccc(Cl)cc4)nc3C)C2)cc1 (stereo unspecified),/,3.5%
O=c1oc2ccccc2c(NCc2ccccc2)c1[N+](=O)[O-],/,-7.7%
CCCCCC(=O)NC(=S)Nc1cccc(C(C)=O)c1,-13.4,3.1%
Cc1cc([N+](=O)[O-])nn1CC(=O)N/N=C/c1ccccc1F,-4.1,2.1%
CCCCN=C1NC(=O)C(CC(=O)NCCc2ccc(OC)cc2)S1 (stereo unspecified),26.9,-1.6%
Cc1ccc(C(=O)CSc2nnc(-c3cccnc3)n2N)cc1,3.8,0.9%
Cn1c(CNc2ccccc2)nc2ccccc21,0.9,0.2%
Cc1noc(C(=O)Nc2c(C)nn(Cc3ccccc3)c2C)c1Cl,0.7,4.3%
CCCCOc1ccc(NC(=O)C2OC3OC(C)(C)OC3C3OC(C)(C)OC23)cc1 (stereo unspecified),0.4,-0.7%
COc1ccc(CNC(=O)C2CC(c3ccc(OC)cc3)=NO2)cc1 (stereo unspecified),1.6,-1.1%
CCCn1c(SCC(=O)Nc2ccc(OC)cc2)nnc1-c1ccncc1,-4.8,4.7%
C=CCNC(=O)N1CCCC(C(=O)c2cccc(Cl)c2)C1 (stereo unspecified),-8.6,1.1%
CNC(=O)OCCc1n(C)cc[n+]1C,-11.3,-2.9%
COc1ccc(CCNC(=O)CCn2c(SCC#N)nc3ccccc3c2=O)cc1OC,/,4.1%
CCCCCc1cc(=O)oc2c(C(CCN3CCCCC3)c3cc(OC)c(OC)c(OC)c3)c(OC)cc(OC)c12 (stereo unspecified),/,-8.0%
COc1ccc(CNC(=O)C2CCCN2S(=O)(=O)c2ccc(Cl)cc2)cc1 (stereo unspecified),/,-2.6%
CC1CCCN(c2c([N+](=O)[O-])c(=O)oc3ccccc23)C1 (stereo unspecified),-8.2,-1.8%
Cc1ccccc1OCC(=O)Nc1ccc2c(c1)OCCO2,16.2,1.6%
C=Cn1c(P(=S)(N2CCOCC2)N2CCOCC2)cc2c1CCCC2,-4.3,2.3%
COc1ccccc1C(=O)ON=C1c2ccccc2-c2ccccc21,-12.5,3.7%
O=C(Cn1nc(Cc2cccnc2)c2ccccc2c1=O)N1CCN(c2ccccn2)CC1,3.4,-5.3%
CCCCc1ccc(NC(=S)N2CCN(c3ncccn3)CC2)cc1,-7.3,5.5%
O=[N+]([O-])c1ncn(Cc2c(Cl)cccc2Cl)n1,?,-5.4%
CN(C)CCn1c(=O)n(-c2ccc(F)cc2)c(=O)c2c3c(sc21)CCCCC3,-2.6,-1.2%

# 3 structures from above, ordered by formula weight, lowest first:
SMILES,RmlCD inh 1536,M. tuberculosis GlmU
Cc1ccc(O)c(-n2nc3ccccc3n2)c1,1.8,-3.7%
CCOc1ccc(NCC(=O)Nc2ccc(Cl)cc2C)cc1,/,-3.3%
O=C(O)c1ccc(S(=O)(=O)Nc2cccc(CP(=O)(c3ccccc3)c3ccccc3)c2)cc1,-1.0,0.1%

# Continued:
SMILES,RmlCD inh 1536,M. tuberculosis GlmU
COc1ccc(C2=NN(S(C)(=O)=O)C(c3cccs3)C2)cc1 (stereo unspecified),10.6,-2.1%
Cc1cccc2nc(CSc3nnc4ccccn34)cn12,-9.7,-0.6%
CC(NC(=O)C1CCC(=O)N1Cc1ccc(F)cc1)c1ccc2c(c1)OCCO2 (stereo unspecified),-4.9,4.6%
O=C(NCc1ccccn1)Nc1cccc(NC(=O)NCc2ccccn2)c1,3.7,4.3%
O=C(O)CCc1nc(-c2ccccc2Cl)no1,/,-5.4%
O=C(/C=C/c1cccc([N+](=O)[O-])c1)N1CC[C@@]2(O)CCCC[C@H]2C1,-3.0,3.4%
CCCC1(C(=O)OC)NC(c2ccc(OC)c(OC)c2)C2C(=O)N(c3ccc4c(c3)OCO4)C(=O)C21 (stereo unspecified),-7.4,-2.6%
O=C(CSc1nc2ccccc2c(=O)n1-c1ccc(F)cc1)Nc1ccc(Cl)c(S(=O)(=O)N2CCOCC2)c1,-2.8,3.8%
CCc1cc(C(=O)OC)c(NC(=O)CC2Nc3cc(C)c(C)cc3NC2=O)s1 (stereo unspecified),-11.9,-0.9%
O=C(Cn1nnc(-c2ccccc2)n1)OC1CCOC1=O (stereo unspecified),/,-0.9%
O=C(NNC1=NCCCCC1)c1cccc([N+](=O)[O-])c1,17.3,-0.7%
COc1cccc(C(=O)N2CCC(O)(c3cccnc3)CC2)c1,-5.1,-5.7%
CNC(=O)N1CCN(C(=O)NC)CC1,-4.2,-8.4%
O=C(COC(=O)CCC(=O)c1cccs1)Nc1ccccc1[N+](=O)[O-],-5.8,-1.4%
Cc1ccc(S(=O)(=O)Nc2cccc(-c3ccc4nnc(C)n4n3)c2)s1,-3.0,-3.4%
Cc1ccc(NC(=O)c2nsc(Cl)c2Cl)cc1,9.1,-4.0%
O=C(CCc1nnc(C2(c3ccc(Cl)cc3)CCC2)o1)NCCCn1cccn1,5.4,6.6%
NC(=S)N/N=C/c1cc([N+](=O)[O-])ccc1Cl,9.8,3.0%
Oc1ccc2ccccc2c1N=Nc1ccccc1F,11.4,-4.7%
CN(C)CCC(=O)N1c2ccccc2Sc2ccc(Cl)cc21,/,-0.7%
Cc1ccc(S(=O)(=O)N(C)C)cc1NC(=O)CSc1nnnn1-c1ccc(O)cc1,-4.6,/
COc1cccc(COc2ccccc2C2Nc3ccc(Br)cc3C(=O)N2NC(=O)c2ccncc2)c1 (stereo unspecified),7.3,/
O=c1[nH]c(=O)c2ncc(-c3ccc(Cl)cc3)nc2[nH]1,-15.2,2.5%
CCCOC(=O)C(C)n1cnc2sc(C)c(C)c2c1=O (stereo unspecified),-9.1,/
O=C(NC1CC2CCC(C1)N2C(=O)NCc1ccccc1)NC12CC3CC(CC(C3)C1)C2 (stereo unspecified),11.8,/
# Later entries:
SMILES,RmlCD inh 1536,M. tuberculosis GlmU
c1ccc2c(c1)CCCN2c1nc2ccccc2n2cnnc12,-3.0,-1.2%
CCC1=C(OC(=O)N(CC)CC)N2C(=O)OC(=NCC(=O)OC)[C@]2(C)[C@H]2C1=CC[C@H]1C(=O)NC(=O)[C@H]12,/,1.6%
Cc1cc(NC(=O)CCC(=O)N(c2ccccc2)C(C(=O)NC2CCCC2)c2ccccc2)no1 (stereo unspecified),9.2,-4.8%
CCc1ccc(C2NC(C(=O)O)CS2)cc1 (stereo unspecified),/,-1.6%
Cc1ccc(Oc2ncccc2NC(=O)CCCC(=O)O)c2c1CCC2,-10.2,4.4%
O=[N+]([O-])c1ccccc1CNC1CCCc2ccccc21 (stereo unspecified),-4.7,0.7%
COc1cccc(NC(=O)CCCn2c(=S)[nH]c3ccccc3c2=O)c1,-7.8,-1.8%
COc1ccc(OCC(=O)NNC(=O)c2cc3ccccc3o2)cc1,13.0,5.9%
COc1ccccc1C(=O)OCCN1CCOCC1,4.6,-2.4%
CC(=O)Nc1ccc(C(=O)c2ccccc2)cc1,/,-6.5%
COc1cccc(C2(O)CCN(CC(=O)Nc3nc(C)cs3)CC2)c1,4.3,1.3%
Fc1cccc(CN2CCN(c3nc4nonc4nc3NC3CC3)CC2)c1,-7.3,6.0%
Cc1cc(-c2cc(C(=O)Nc3ccccc3)on2)nc(NC2CCCC2)n1,/,0.7%
CCOc1ccccc1NC(=O)Cn1c(=O)n(-c2ccccc2)c(=O)c2oc3ccccc3c21,10.0,2.6%
O=C(Cc1ccccc1)N/N=C/c1ccc(-c2ccc([N+](=O)[O-])cc2)o1,/,0.0%
Cc1cccc(C)c1OC(=O)C(c1ccccc1)c1ccccc1,5.3,-3.9%
O=C(C(=O)N1CCN(c2ccccc2)CC1)c1c[nH]c2ccccc12,8.8,-4.7%
O=C(CSc1nnc(COc2cccc3cccnc23)o1)N1CCc2ccccc21,/,3.3%
CN1C[C@@H]2C(c3ccc(Cl)nc3)C3(c4cccnc4)CC2(C3)[C@H]1c1ccccc1 (stereo partly specified),/,-1.8%
O=C(CCCN1C(=O)c2cccnc2C1=O)N1CC(=O)N(CCc2ccccc2)C(=O)C1,/,-4.0%
CC(C)CCNCC(O)CON=C1c2ccccc2-c2ccccc21 (stereo unspecified),13.3,1.0%
Cc1cc2c(c(SCC(=O)NCCc3ccccc3)n1)C(=O)OC2,/,-7.1%
CC(=O)OCC(=O)NCC(=O)c1c[nH]c2ccccc12,/,-0.6%
CNC(=O)CCn1nc(-c2ccccc2)c2ccccc2c1=O,14.3,6.0%
Oc1ccc(C2C(c3ccccc3)=NN=C(c3ccc(Cl)cc3)N2O)c(O)c1 (stereo unspecified),8.9,7.7%
# Further structures.
SMILES,RmlCD inh 1536,M. tuberculosis GlmU
Cc1c(N(C(=O)Cc2cccs2)C2(C(=O)NC3CCCC3)CCCCC2)c(=O)n(-c2ccccc2)n1C,3.5,-3.6%
CC/S(CC1CC1(Cl)Cl)=N\S(=O)(=O)c1ccc(C)cc1 (stereo unspecified),7.8,0.0%
O=C(NC(=S)Nc1ccc(Br)cn1)c1cncc(Br)c1,/,2.6%
O=c1c2sccc2n(Cc2cccc(F)c2)c(=O)n1-c1ccc(F)cc1,-7.1,7.8%
O=C(c1ccco1)N(Cc1nc2ccccc2c(=O)[nH]1)C1CCCC1,/,5.6%
O=c1c2ccccc2nc2n1CCC2,/,3.5%
Cc1ccc(-c2nnc(-c3cccc(Br)c3)o2)cc1,/,-1.3%
COc1ccc(-c2c3c(cc(C)[n+]2[O-])oc2ccc(OC)cc23)cc1,13.9,-3.9%
COC(=O)NCC(c1cccnc1)N1CCN(c2ccccc2OC)CC1 (stereo unspecified),-0.5,-3.6%
Cc1nc(C(=O)NCCC(C)C)sc1C1(C)CC(c2ccccc2)=NO1 (stereo unspecified),/,6.0%

# Sorted by molecular weight (rising): some entries from above.
SMILES,RmlCD inh 1536,M. tuberculosis GlmU
O=c1c2ccccc2nc2n1CCC2,/,3.5%
CC(=O)OCC(=O)NCC(=O)c1c[nH]c2ccccc12,/,-0.6%
CNC(=O)CCn1nc(-c2ccccc2)c2ccccc2c1=O,14.3,6.0%
Cc1ccc(-c2nnc(-c3cccc(Br)c3)o2)cc1,/,-1.3%
COc1ccc(-c2c3c(cc(C)[n+]2[O-])oc2ccc(OC)cc23)cc1,13.9,-3.9%
O=C(c1ccco1)N(Cc1nc2ccccc2c(=O)[nH]1)C1CCCC1,/,5.6%
CC(C)CCNCC(O)CON=C1c2ccccc2-c2ccccc21 (stereo unspecified),13.3,1.0%
Cc1cc2c(c(SCC(=O)NCCc3ccccc3)n1)C(=O)OC2,/,-7.1%
CC/S(CC1CC1(Cl)Cl)=N\S(=O)(=O)c1ccc(C)cc1 (stereo unspecified),7.8,0.0%
O=c1c2sccc2n(Cc2cccc(F)c2)c(=O)n1-c1ccc(F)cc1,-7.1,7.8%
Oc1ccc(C2C(c3ccccc3)=NN=C(c3ccc(Cl)cc3)N2O)c(O)c1 (stereo unspecified),8.9,7.7%
O=C(NC(=S)Nc1ccc(Br)cn1)c1cncc(Br)c1,/,2.6%
O=C(CCCN1C(=O)c2cccnc2C1=O)N1CC(=O)N(CCc2ccccc2)C(=O)C1,/,-4.0%
Cc1c(N(C(=O)Cc2cccs2)C2(C(=O)NC3CCCC3)CCCCC2)c(=O)n(-c2ccccc2)n1C,3.5,-3.6%

# Screening results (PubChem)
